# RORg inh – blocks mouse ROR gamma transcriptional activity; 5.4% of 310,000 active; Potency, µM (doses to about 53.6 µM), for the others: at the top dose activity change, negative = inhibition, actives largely listed as inhibitors; Drosophila S2 Gal4-RORgamma UAS-luciferase reporter, 20 h; P51450; further: on the % scale 0 is the no-effect control and ±100 the full control effect; nearly all actives have a fitted effect of over 60% in size
#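 In this cell-based reporter format, copper sulfate (700 uM final) drives Gal4–ROR gamma fusion expression from a metallothionein promoter in Drosophila Schneider cells; compounds preincubated 1 hr, reporter read after 20 hr at ambient temperature.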
# FLuc counter – inhibits or activates purified firefly luciferase, miR-21 counter-screen. P08659. purified FLuc, Km substrates, luminescence inhibition. Potency, µM (series often up to 57.5 µM), for the others: top-dose activity change, negative = inhibition, usual class: inhibitors. 6.9% of 360,000 active. AID 588342;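 further: plate controls were vehicle for no effect and reference inhibitor for full effect; nearly all actives have a fitted effect of over 55% in size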
# Target sequence (P08659 whole entry, looked up): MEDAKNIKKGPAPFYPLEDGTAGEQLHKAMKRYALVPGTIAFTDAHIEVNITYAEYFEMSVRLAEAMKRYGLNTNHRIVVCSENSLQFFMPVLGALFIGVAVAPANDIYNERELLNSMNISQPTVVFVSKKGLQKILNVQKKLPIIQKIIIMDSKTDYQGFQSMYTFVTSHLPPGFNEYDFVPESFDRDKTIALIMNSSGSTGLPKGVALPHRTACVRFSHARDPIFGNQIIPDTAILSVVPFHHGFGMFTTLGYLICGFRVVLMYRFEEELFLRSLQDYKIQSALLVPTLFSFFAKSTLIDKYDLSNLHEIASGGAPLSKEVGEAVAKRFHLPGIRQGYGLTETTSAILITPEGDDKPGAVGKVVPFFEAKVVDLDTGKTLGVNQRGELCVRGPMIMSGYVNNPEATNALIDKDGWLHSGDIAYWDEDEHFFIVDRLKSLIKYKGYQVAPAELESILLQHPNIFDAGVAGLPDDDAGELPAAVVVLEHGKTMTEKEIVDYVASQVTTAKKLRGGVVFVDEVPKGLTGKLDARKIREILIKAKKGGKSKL
#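 Purified P. pyralis luciferase, 10 nM final, with Km-level 10 uM D-luciferin and 10 uM ATP in 50 mM Tris acetate pH 7.5, 10 mM Mg acetate, 0.01% Tween-20, 0.05% BSA; 6-point qHTS titration about 60 µM downward; luminescence read.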
# uPA generation – cell surface uPA generation inhibition. Potency, µM (top dose mostly 38.3 µM), for the others: top-dose activity change, negative = inhibition, hits mostly inhibitors. AID 540303. 0.31% of 330,000 active. cell surface uPA generation assay, qHTS; active means well fitted inhibition curve with a large enough effect; inconclusive means small, poorly fitted or top-dose-only effect; inactive means no such curve, though single readings can be large or run the other way; tested in mouse RAW 264.7 cells; further: on the % scale 0 is the no-effect control and ±100 the full control effect; nearly all actives have a fitted effect of over 55% in size
# Gal4-VP16 FLuc – counter-screen for ROR gamma inhibitors: Gal4-VP16 reporter. 3.5% of 310,000 active. Potency, µM (series often up to 53.6 µM), for the others: at the top dose activity, negative = inhibition, most hits filed as inhibitors. Drosophila S2 Gal4-VP16 UAS-luciferase, luminescence, 20 h;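 further: Gal4-VP16 expression switched on by copper sulfate through the metallothionein promoter; on the % scale 0 is the no-effect control and ±100 the full control effect; nearly all actives have a fitted effect of over 50% in size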
# BRCA1 expr up – increases BRCA1 expression | MCF7-BRCA1-FFLuc reporter, luminescence, 48 h; response scale: scaled: vehicle 0%, 10 µM genistein 100% | Potency, µM (series often up to 46.1 µM), for inactives: at the highest dose activation, usual class: activators | 1.1% of 380,000 active | AID 624202; further: nearly all actives have a fitted effect of over 80% in size; some results filed as inactive show a strong effect at the top dose
#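 48 h compound treatment of MCF7-BRCA1-FFLuc cells (phenol-red free MEM, 37 °C), then 15 min with luciferase substrate and luminescence imaging.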
# ELG1 genotox – genotoxicity induction in ELG1-luciferase HEK293T cells | Potency, µM (doses to about 46 µM), without a hit: at the top dose activity change, positive = activation, hits mostly activators | 1.3% of 330,000 active | AID 504466 | HEK293T ELG1-luciferase reporter, luminescence, 16 h; further: % of control where 0% means no effect; nearly all actives have a fitted effect of over 60% in size
#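 ELG1-luciferase HEK293T cells, 2,000/well; compound pinned in; 16 hr, 37 °C, 5% CO2; ONE-Glo, 30 min RT; luminescence on CCD imager.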
# NPC1 prom act – activators of NPC1 promoter; Potency, µM (highest dose often 9.22 µM), without a hit: at the top dose activation, actives largely listed as activators; 2.4% of 320,000 active; Huh7 NPC1 promoter luciferase reporter, 24 h;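 further: % of control where 0% means no effect; nearly all actives have a fitted effect of over 60% in size; reporter is driven by a mutant NPC1 promoter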
#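 Cells: Huh7 expressing luciferase under the NPC1 promoter, 1500/well. Seeded 2 h, compound added, incubated 24 h at 37 °C. Luciferase reagent, 10 min ambient, then luminescence.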
# MBNL1-CUG inh – MBNL1-poly(CUG) RNA binding inhibition. TR-FRET MBNL1-His/biotin-(CUG)12 binding, 665/545 ratio. Potency, µM (highest dose often 57.5 µM), for the others: at the top dose activity change, negative = inhibition, usual class: inhibitors. 0.036% of 280,000 active; active means well fitted inhibition curve with a large enough effect in the signal ratio, with a control signal flat, not every such curve was filed as active; inconclusive means small, poorly fitted or top-dose-only effect, or effect the other way, or a change in a side signal; inactive means no such curve, though single readings can be large or run the other way; the % refers to the signal ratio; further: on the % scale 0 is the no-effect control and ±100 the full control effect
# Target sequence (Q9NR56 whole entry, looked up): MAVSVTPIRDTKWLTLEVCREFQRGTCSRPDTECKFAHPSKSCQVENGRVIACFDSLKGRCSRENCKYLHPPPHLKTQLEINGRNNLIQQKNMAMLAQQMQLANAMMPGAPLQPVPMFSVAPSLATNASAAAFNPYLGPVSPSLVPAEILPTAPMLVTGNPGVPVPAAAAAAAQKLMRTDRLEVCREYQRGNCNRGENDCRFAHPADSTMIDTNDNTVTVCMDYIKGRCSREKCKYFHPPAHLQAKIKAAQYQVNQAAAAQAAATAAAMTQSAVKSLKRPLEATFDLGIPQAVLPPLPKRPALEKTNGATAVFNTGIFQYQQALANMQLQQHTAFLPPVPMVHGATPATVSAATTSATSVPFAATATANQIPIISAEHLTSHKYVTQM
#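 Compound titration spanned 92 nM–58 uM against the MBNL1-His/biotin-(CUG)12 complex. After 60 min at room temperature with 5 nM streptavidin-XL665 and 0.055 ng/ul terbium anti-His, ratiometric 665/545 nm emission (Ex 340 nm) normalized to controls.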
# Rab9 prom act – activates the Rab9 promoter. Huh7 Rab9 promoter-luciferase reporter, luminescence, 24 h. AID 485297. Potency, µM (doses to about 9.22 µM), inactives show top-dose activation, negative = inhibition, most hits filed as activators. 2.8% of 320,000 active; further: % of control where 0% means no effect; nearly all actives have a fitted effect of over 60% in size
#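 Luminescence read-out: Huh7 cells stably expressing Rab9-luciferase, treated 24 h with compound at 37 °C, then lysed with luciferase reagent for 10 min at ambient before reading.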
# p53 reactivation – mutant p53 re-activation in reporter cells | H1299 p53-A138V BP100-luciferase reporter, luminescence, 24 h | 0.063% of 320,000 active | Potency, µM (series often up to 92.2 µM), for the others: top-dose activity change, positive = activation, most hits filed as activators; further: % of control where 0% means no effect; nearly all actives have a fitted effect of over 45% in size
#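 p53-null H1299 cells stably carrying temperature-sensitive p53-A138V and a BP100-luciferase reporter were pinned with compounds (4-point, 1:5 series) and held 24 hrs at 37 deg C. Luminescence was read 10 min after detection reagent.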
# MLL CXXC-DNA inh – blocks binding of human MLL CXXC domain to DNA | Q03164 | MLL-CXXC / FITC-HOXA9 DNA fluorescence polarization | Potency, µM (titrated, usually from 115 µM), without a hit: at the top dose activity change, negative = inhibition, actives largely listed as inhibitors | 0.037% of 290,000 active | AID 2662; active means well fitted inhibition curve with a large enough effect in the polarisation, with a control signal flat, not every such curve was filed as active; inconclusive means small, poorly fitted or top-dose-only effect, or effect the other way, or a change in a side signal; inactive means no such curve, though single readings can be large or run the other way; the % refers to the polarisation
#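 Purified MLL-CXXC (added from a 7 uM solution) was preincubated 5 min at ambient with pinned compounds in 50 mM Tris-HCl pH 7.5, 50 mM NaCl, 1 mM DTT, 0.05% BSA. Fluorescein-labeled HOX-A9 DNA (50 nM solution) followed, 30 min, then polarization read.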
# * = called active by the depositor; ? = inconclusive; · = not tested or not shown; & = joins results of further samples; [ ] = another dose, or the depositor's remark. Unless noted, the call rests on the fitted dose curve; in most records, active means well fitted curve in the direction sought with a large enough effect; inconclusive means small, poorly fitted or top-dose-only effect, or another doubt; inactive means no such curve, though single readings can be large; an effect the other way counts as inactive or inconclusive. Potency means the concentration at half of the fitted maximal effect. An excerpt; rates above refer to the full screens.
SMILES,RORg inh,FLuc counter,uPA generation,Gal4-VP16 FLuc,BRCA1 expr up,ELG1 genotox,NPC1 prom act,MBNL1-CUG inh,Rab9 prom act,p53 reactivation,MLL CXXC-DNA inh
CCN(CC)c1nc(SCCOC(=O)Nc2ccccc2)nc(N(CC)CC)n1,-5%,?,-27%,3%,-22%,0%,3%,-14%,12%,?,3%
CCn1nnnc1SCC(=O)N1CCCCC1,·,2%,3%,·,9%,3%,-2%,·,-4%,0%,·
COc1ccccc1-c1ccc(NC2CCCC2)nn1,-8%,13µM*,2%,-5%,?,?,26%,4%,?,?,1%
Cc1c(NC(=S)NC(=O)c2sc3ccccc3c2Cl)cccc1C(=O)O,4%,0.76µM*,?,-1%,16%,?,?,8%,?,-10%,6%
CN(C)S(=O)(=O)N1CCN(CC(O)COc2ccc3cc(Br)ccc3c2)CC1 (stereo not given),63%,-4%,-4%,-26%,-34%,-4%,-2%,14%,-5%,-4%,1%
CCCCOc1ccc(C(=O)Nc2ccc3c(c2)C(=O)NC3=O)cc1,2%,5%,17%,1%,11%,6%,-5%,9%,2%,·,34%[activator]
Cc1ccc(SC(c2ccccc2)C(Cn2cncn2)C(=O)c2ccccc2)cc1 (stereo not given),2%,-18%,1%,-13%,6%,5%,-7%,0%,2%,8%,1%
CCC(=O)c1ccc(N2CCN(S(=O)(=O)c3ccccc3)CC2)c(F)c1,-11%,3%,0%,-11%,-19%,-7%,-9%,5%,-17%,0%,0%
Cc1ccc(N2CC(C(N)=O)CC2=O)cc1 (stereo not given),2%,-1%,-4%,3%,12%,1%,-3%,-4%,-1%,-5%,-1%
Cc1nn(-c2ccccc2)c(C)c1C(=O)Nc1nnc(-c2ccco2)o1,0.35µM*,-1%,-3%,-17%[0.365 µM],-21%,0%,11%,0%,-4%,9%,-4%
CCOC(=O)c1ccc(S(=O)(=O)N2CCN(CC3CC=CCC3)CC2)cc1 (stereo not given),-1%,-1%,-3%,-5%,3%,-9%,1%,-11%,2%,-2%,1%
CC1CCN(CCCNC(=O)CN2C(=O)CSc3ccc(S(=O)(=O)N4CCOCC4)cc32)CC1,-18%,0%&3%,4%,-5%,3%,3%,-3%,-2%,-1%,-3%,-1%
O=C(O)CCc1ccc(-c2ccc(Cl)cc2)n1CC(=O)Nc1ccccc1,1%,-1%,4%,-26%,0%,0%,1%,-6%,-3%,-5%,3%
O=C(CN1C(=O)NC(c2ccccc2)(c2ccccc2)C1=O)Nc1cccnc1Cl,12%,-1%,1%,-6%,-38%,0%,-10%,-7%,-1%,-2%,-7%
COc1ccccc1N(CC(=O)NC1CCCCC1)C(=O)CCC(=O)Nc1nccs1,1%,0%,10%,9%,-28%,-1%,-2%,-1%,6%,1%,2%
Cc1cc(C(=O)OCC(=O)N2CCc3ccccc32)c(C)o1,2%,-24%[2.3 µM],-1%,14%,?,?,?,-1%,?,?,?
CCc1ccc(S(=O)(=O)NCc2csc(C)n2)s1,?,1%,-2%,-11%,2%,-1%,-1%,-5%,1%,7%,1%
Cc1ccc(C(=O)Nc2ccc(Cl)cn2)cc1S(=O)(=O)N1CCOCC1,6%,-42%,-1%,-2%,54%,-10%,16%,-6%,17%,?,-1%
O=c1c2c(c(-c3ccccc3)nn1Cc1ccccc1)CCCC2,6%,3%,-24%,8%,-2%,-1%,-2%,-6%,-3%,1%,-6%
COC(=O)Cc1c[nH]c2ccc(OCC(O)CNC(C)C)cc12 (stereo not given),-5%[10 µM],2%,12%,-2%,-5%,0%,1%,9%,-10%,-2%,7%
COc1ccc(-c2nnc(SCC(=O)N3CCOCC3)o2)cc1OC,31%,-2%,10%,?,0%,-1%,-2%,-1%,-2%,8%,-4%
CCOC(=O)C/C(C)=N/NC(=O)CNc1cccc(Cl)c1C,-34%,-17%,5%,-10%,-35%,1%,-24%,-5%,0%,-1%,2%
COc1ccc(OC)c(/C=N/N=C2\SCC(=O)N2Cc2ccco2)c1,4%,1%,3%,?,-40%,3%,3%,?,0%,1%,0%
O=C(NC(=S)Nc1cc([N+](=O)[O-])ccc1O)c1ccc2c(c1)OCO2,4µM*,1.5µM*,-12%,2.8µM*,?,1µM*,0.32µM*,?,0.32µM*,?,3%
O=S(=O)(c1ccc(Br)cc1)c1nc(-c2ccccc2)oc1NCc1cccnc1,?,-1%,-1%,-18%,-69%,-16%,3%,?,0%,-2%,0%
Cc1cc(C)n(C(CC(=O)N2CCc3ccccc3C2)C(=O)O)n1 (stereo not given),-4%,8%,1%,0%,8%,7%,1%,4%,8%,3%,-3%
CCOC(=O)N1CCN(C(=O)C2CCN(S(=O)(=O)N(CC)CC)CC2)CC1,-14%,1%,·,0%,-18%,-4%,-2%,-9%,1%,-15%,11%
COc1ccc(-c2[nH]ncc2CN2CCN(c3ccc(F)cc3)CC2)cc1,41%,0%,9%,4%,-22%,-10%,3%,-13%,-6%,1%,0%
C[C@H](N)c1nnc(SCc2ccc(Cl)cc2Cl)o1,26%,-7%,-8%,-11%,3%,6%,15%,-2%,16%,-2%,6%
CC(=O)N1C(=O)C2(C(C#N)=C(N)Oc3c2c(C)nn3-c2ccccc2)c2ccccc21 (stereo not given),-30%,0%,1%,-9%,-19%,0%,1%,10%,6%,2%,4%
Cc1ccc(S(=O)(=O)N(C)c2ccc(OCC(=O)Nc3nc4c(ccc5ccccc54)s3)cc2)cc1,?,-2%,4%,2%,-7%,-5%,-2%,·,-8%,-1%,6%
CCOc1ccc2nc(NC(=O)COc3ccc(N(C)S(=O)(=O)c4ccc(C)cc4)cc3)sc2c1,-14%,-6%,1%,1%,-5%,-6%,-11%,-3%,-9%,4%,-3%
CC(=O)C1=C(O)C(=O)N(C)C1c1ccccc1[N+](=O)[O-] (stereo not given),22%,-24%,-1%,-3%,-68%,1%,-2%,·,2%,4%,21%
NC1=NC[C@H](Cc2ccc(O)cc2)N1CCCCC1CCCCC1,26%,2%,-1%,5%,-63%,-8%,-24%,-11%,-20%,-5%,21%
CC(=O)NC(Cc1cccc(C)c1)C(=O)NC1CCN(c2ncccc2[N+](=O)[O-])CC1 (stereo not given),167%,1%,-1%,-10%,-20%,0%,-1%,1%,3%,-8%,9%
O=C(CNS(=O)(=O)c1cccc(Br)c1)NCCCc1ccccc1,4%,2%,4%,-3%,-5%,-2%,1%,-6%,9%,-6%,-10%
O=S(=O)(NCc1cn2ccccc2n1)c1cccs1,7%,?,-2%,-11%,35%,6%,19%,-2%,?,8%,4%
COc1ccc(Cn2c(=O)[nH]c3cc(C(=O)N4CCN(c5ccccc5OC)CC4)ccc3c2=O)cc1,32%,0%,-15%,3%,-62%,-28%,-17%,-3%,-3%,-4%,19%
CCOC(=O)c1c(NC(=O)c2ccnn2C)sc(C)c1C,9%,3%,5%,-13%,-2%,2%,-8%,-6%,-1%,17%,-13%
O=C(CC1CCCCC1)NCc1cn2ccsc2n1,-5%,1%,-1%,-4%,-8%,0%,-1%,4%,-7%,9%,-2%

# By substructure: the compounds so far with fluorine.
SMILES,RORg inh,FLuc counter,uPA generation,Gal4-VP16 FLuc,BRCA1 expr up,ELG1 genotox,NPC1 prom act,MBNL1-CUG inh,Rab9 prom act,p53 reactivation,MLL CXXC-DNA inh
CCC(=O)c1ccc(N2CCN(S(=O)(=O)c3ccccc3)CC2)c(F)c1,-11%,3%,0%,-11%,-19%,-7%,-9%,5%,-17%,0%,0%
COc1ccc(-c2[nH]ncc2CN2CCN(c3ccc(F)cc3)CC2)cc1,41%,0%,9%,4%,-22%,-10%,3%,-13%,-6%,1%,0%

# Next structures follow:
SMILES,RORg inh,FLuc counter,uPA generation,Gal4-VP16 FLuc,BRCA1 expr up,ELG1 genotox,NPC1 prom act,MBNL1-CUG inh,Rab9 prom act,p53 reactivation,MLL CXXC-DNA inh
Cc1cc(C)c2nc(N3CCC(C(=O)NCCCN4CC(C)CC(C)C4)CC3)sc2c1 (stereo not given),-16%,?,-6%,-4%,-14%,15%,4%,2%,26%,30%,1%
COC(=O)CNC(=O)c1c(-c2c(Cl)cccc2Cl)noc1C,-16%,5%,·,-2%,3%,0%,0%,-2%,1%,2%,10%
CCn1c(COc2ccccc2)nnc1SCC(=O)NC1CCCCC1,14%,6%,-3%,0%,-2%,-1%,-2%,11%,-2%,-17%,5%
COc1cccc(/C=N/Nc2ncnc3scc(-c4ccccc4)c23)c1O,2.8µM*,21µM*,-4%,13µM*,-90%[inhibitor],-3%,-9%,12%[11.5 µM],-26%,30%,11%
CC(C)=CCC(C)(C)C1OCCN1C(=O)c1ccccc1 (stereo not given),-23%,10%,·,1%,-8%,-1%,-1%,-3%,-5%,-3%,3%
